BLM inh – qHTS Assay for Inhibitors of Bloom's syndrome helicase (BLM); AID 2528, 2010; 350,000 tested, 0.2% active; Potency, µM (series often up to 56.1 µM), for the others: top-dose activity change, negative = inhibition, actives largely listed as inhibitors; recombinant BLM DNA unwinding, fluorescence dequenching; RecQ-like DNA helicase BLM (Homo sapiens), P54132;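 further: potency means the concentration at half of the fitted maximal effect; plate controls were vehicle for no effect and no enzyme for full effect; nearly all actives have a fitted effect of over 35% in size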
APEX1 inh – qHTS Assay for Inhibitors of the Human Apurinic/apyrimidinic Endonuclease 1 (APE1). recombinant APE1, TAMRA/BHQ-2 abasic DNA cleavage fluorescence. Potency, µM (highest dose often 65.8 µM), without a hit: at the top dose activity change, negative = inhibition, hits mostly inhibitors. 350,000 tested, 0.35% active. AID 2517, 2012;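 further: potency means the concentration at half of the fitted maximal effect; plate controls were vehicle for no effect and reference inhibitor for full effect; nearly all actives have a fitted effect of over 55% in size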
Target sequence (P27695 whole entry, looked up): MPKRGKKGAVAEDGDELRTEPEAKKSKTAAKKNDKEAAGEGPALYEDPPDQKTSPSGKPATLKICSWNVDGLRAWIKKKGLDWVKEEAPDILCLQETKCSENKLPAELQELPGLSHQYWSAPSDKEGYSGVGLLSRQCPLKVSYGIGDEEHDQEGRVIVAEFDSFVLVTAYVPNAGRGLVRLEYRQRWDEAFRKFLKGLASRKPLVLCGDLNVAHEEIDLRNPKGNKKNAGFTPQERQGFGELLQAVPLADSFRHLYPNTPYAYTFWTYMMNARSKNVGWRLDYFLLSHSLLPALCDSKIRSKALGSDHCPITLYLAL
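APE1 at 0.75 nM preincubated 15 min at room temperature with compound. Reaction then started with 50 nM double-stranded THF-abasic substrate labelled with TAMRA/BHQ-2, and 525/598 nm fluorescence read kinetically. Activity taken as third-minus-first read difference, normalized to DMSO and NSC13755 controls.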
Glioma ERSR ind – qHTS for Inducers of the Endoplasmic Reticulum Stress Response (ERSR) in Human Glioma: qHTS; U87-MG GRP78 promoter luciferase reporter, 16 h; Potency, µM, for the others: at the top dose activation, most hits filed as activators; 420,000 tested, 0.02% active; AID 602332, 2012; further: potency means the concentration at half of the fitted maximal effect; series mostly up to about 76 µM; % of control where 0% means no effect; nearly all actives have a fitted effect of over 35% in size
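Stably transfected U87-MG glioma cells carrying a GRP78-based luciferase sensor; 16 h compound incubation. Luminescence end-point read 10 min after Bright-Glo addition at room temperature.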
POLH inh – qHTS for Inhibitors of Polymerase Eta; recombinant Pol eta, fluorescent DNA replication assay; 390,000 tested, 1.2% active; AID 588591, 2011; Potency, µM (doses to about 114 µM), for inactives: at the top dose activity change, negative = inhibition, hits mostly inhibitors; further: potency means the concentration at half of the fitted maximal effect; on the % scale 0 is the no-effect control and ±100 the full control effect
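Pol eta (10 nM) was preincubated with compounds for 15 min at room temperature, after which fluorescent replication substrate (50 nM final) was added to start the reaction. Fluorescence was read kinetically at 0 and 10 min.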
Anesthetic bind – qHTS Assay for Identification of Novel General Anesthetics | Ferritin light chain (Equus caballus), P02791 | apoferritin/1-aminoanthracene competitive binding, fluorescence | Potency, µM (doses to about 77.5 µM), for inactives: top-dose activity change, negative = displacement, most hits filed as inhibitors | 350,000 tested, 0.074% active; further: potency means the concentration at half of the fitted maximal effect; on the % scale 0 is the no-effect control and ±100 the full control effect; nearly all actives have a fitted effect of over 20% in size
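Horse-spleen apoferritin (10 uM) was mixed with 50% saturated 1-aminoanthracene in PBS, exposed to compounds for 10 min at room temperature, and read for fluorescence (ex 380 nm, em 535 nm). Competitive displacement was fitted with a four-parameter Hill equation.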
LDHA inh – qHTS assay for inhibitors of human lactate dehydrogenase. L-lactate dehydrogenase A chain (Homo sapiens), P00338. purified LDHA, NADH/diaphorase-resazurin fluorescence; active compounds read low. activity change, % (values are at about 110 or 230 µM). 480,000 tested, 0.15% active; in the data active means activity change below about -30%; inconclusive means mostly about -25% to -30%;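 further: plate controls were DMSO wells for no effect and wells without enzyme for full effect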
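Remaining NADH was detected by diaphorase (0.133 mg/mL) converting 37 µM resazurin to fluorescent resorufin, read at 0 and 20 minutes. The preceding 5-minute room-temperature reaction used 2 nM LDHA, 0.2 mM sodium pyruvate and 0.06 mM NADH at pH 7.4.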
Pol kappa inh – qHTS for Inhibitors of Polymerase Kappa. 400,000 tested, 0.53% active. purified Pol kappa, fluorescent DNA synthesis assay, 10 min. Potency, µM (top dose mostly 107 µM), inactives show at the highest dose activity, negative = inhibition, actives largely listed as inhibitors; further: potency means the concentration at half of the fitted maximal effect; on the % scale 0 is the no-effect control and ±100 the full control effect
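Here, compound and 10 nM enzyme are combined for 15 min at room temperature; adding 50 nM substrate (final) starts DNA synthesis, tracked by fluorescence at 0 and 10 min against buffer-only wells.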
Pol iota inh – qHTS for Inhibitors of Polymerase Iota | 390,000 tested, 1% active | Pol iota fluorescent replication assay, 10 min | AID 588590, 2011 | Potency, µM (series often up to 115 µM), inactives show at the highest dose activity, negative = inhibition, hits mostly inhibitors; further: potency means the concentration at half of the fitted maximal effect
Target sequence (Q9UNA4 whole entry, looked up): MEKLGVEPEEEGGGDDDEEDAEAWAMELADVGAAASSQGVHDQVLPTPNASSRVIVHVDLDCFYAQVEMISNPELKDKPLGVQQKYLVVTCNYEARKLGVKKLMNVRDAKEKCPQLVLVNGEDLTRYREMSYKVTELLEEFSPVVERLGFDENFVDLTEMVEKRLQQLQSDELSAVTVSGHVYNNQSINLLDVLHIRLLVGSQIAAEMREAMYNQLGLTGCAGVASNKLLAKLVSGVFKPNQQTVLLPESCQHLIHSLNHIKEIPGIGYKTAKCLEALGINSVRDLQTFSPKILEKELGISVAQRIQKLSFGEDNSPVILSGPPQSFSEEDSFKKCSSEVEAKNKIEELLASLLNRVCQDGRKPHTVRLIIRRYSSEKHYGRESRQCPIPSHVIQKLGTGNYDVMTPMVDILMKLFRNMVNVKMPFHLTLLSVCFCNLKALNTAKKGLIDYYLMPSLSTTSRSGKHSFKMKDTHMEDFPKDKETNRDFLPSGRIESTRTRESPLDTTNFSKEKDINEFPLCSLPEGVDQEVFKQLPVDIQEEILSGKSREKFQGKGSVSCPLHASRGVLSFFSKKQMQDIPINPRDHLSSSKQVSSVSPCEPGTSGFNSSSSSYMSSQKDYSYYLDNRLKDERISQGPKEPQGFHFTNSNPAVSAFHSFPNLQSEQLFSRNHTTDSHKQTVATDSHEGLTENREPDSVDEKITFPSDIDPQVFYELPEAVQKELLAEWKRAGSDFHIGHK
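Pol iota at 10 nM preincubated 15 min with compounds at room temperature; reaction started with fluorescent substrate, 50 nM final. Fluorescence read kinetically at 0 and 10 min; buffer-only wells as negative control.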
Pol beta inh – qHTS Assay for Inhibitors of DNA Polymerase Beta; P06746; Potency, µM (doses to about 114 µM), for inactives: at the top dose activity change, negative = inhibition, usual class: inhibitors; AID 485314, 2010; 340,000 tested, 1.3% active; Pol beta primer extension/strand displacement, fluorescence kinetic; further: potency means the concentration at half of the fitted maximal effect; on the % scale 0 is the no-effect control and ±100 the full control effect
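Curves were derived by four-parameter Hill fits of normalized qHTS data. The kinetic fluorescent primer-extension read was taken at 0 and 10 min after 50 nM substrate, following a 15 min room-temperature preincubation of 10 nM enzyme with compounds.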
* marks the source's active call; other numbers are inactive results; u = inconclusive; x = not tested or not shown; & = joins results of further samples; [ ] = remark or other dose. Unless noted, the call rests on the fitted dose curve; in most records, active means well fitted curve in the direction sought with a large enough effect; inconclusive means small, poorly fitted or top-dose-only effect, or another doubt; inactive means no such curve, though single readings can be large; an effect the other way counts as inactive or inconclusive.

SMILES	BLM inh	APEX1 inh	Glioma ERSR ind	POLH inh	Anesthetic bind	LDHA inh	Pol kappa inh	Pol iota inh	Pol beta inh
CCN(CC)S(=O)(=O)c1ccc(N2CCOCC2)c(NC(=O)Cc2ccc(Cl)cc2)c1	-1%	-5%	2%	-20%	-15%	4	-5%	-12%	-6%[57.1 µM]
Cc1cc(C)c2nc(N(Cc3cccnc3)C(=O)c3cccs3)sc2c1	-6%	x	-4%	u	-6%	-18	-13%[60.1 µM]	8%	3%
CCOCCOC(=O)C1=C(C)Nc2ccc(C)cc2S1	-1%	-3%	10%	-7%	1%	1	-11%	u	u
COc1ccccc1NC(=S)NN1CCN(C)CC1	2%	1%	-2%	-3%	-5%	-9	-8%	13%	23%
CCc1ccccc1NC(=O)CC(c1ccc(OC)cc1)n1cccc1 (centres undefined)	2%	4%	-3%	-9%	-14%	-9	-21%	-15%	26%
Cc1ccc(CNC(=O)C2CC(c3cc(C(F)(F)F)cc(C(F)(F)F)c3)=NO2)o1 (centres undefined)	-10%	-3%	-3%	-20%	-14%	0	-13%	-14%	-2%
Cc1cc(C)cc(NC(=O)c2cc(S(=O)(=O)N3CCCC3)cn2C)c1	-5%	-4%	-3%	-8%	-12%	3	8%	5%	4%
CCOc1ccc(NC(=O)c2cc(S(=O)(=O)N3CCOCC3)ccc2F)cc1	0%	x	0%	-22%	-12%	2	-11%[60.1 µM]	4%	-21%
CCC(c1nnnn1C1CCCCC1)N(Cc1ccco1)Cc1cc2ccc(OC)cc2[nH]c1=O (centres undefined)	-10%	-1%	-2%	-3%	-5%	1	-16%	9%	13%
CN(C(=O)C1CCCN(c2ncnc3c2nc2n3CCCCC2)C1)c1cccc(Cl)c1 (centres undefined)	1%	68%[activator]	-4%	-13%	-23%	1	11%	5%	9%
Cc1ccccc1Nc1c(-c2c[nH]c3ccccc23)nc2cccc(C)n12	-2%	x	1%	-9%	u	0	9%	48%[activator]	8%
Cc1nc(CSc2ccc(Cl)cc2)cc(N2CC(C)OC(C)C2)n1 (centres undefined)	-4%	-4%	-3%	-6%	-10%	0	-5%	96%[activator]	2%
CCC(Sc1nc2ncnc(N)c2[nH]1)C(=O)O (centres undefined)	-6%	0%	-3%	-7%	-3%	-6	-9%	141%[activator]	0%
O=C(NC1CCSc2ccccc21)c1ccc(F)c(S(=O)(=O)N2CCOCC2)c1 (centres undefined)	-8%	-4%	-2%	-6%	-3%	-2	-19%	6%	-22%
COc1cccc(-c2cccc(NC(=O)C3CCN(C4CCC4)CC3)c2)c1	-3%	5%	-3%	-11%	-16%	-1	-9%	11%	26%
COc1ccc(C)cc1S(=O)(=O)NCC(c1ccc(N(C)C)cc1)N1CCc2ccccc21 (centres undefined)	-13%	x	-3%	-20%	42%[activator]	-3	-5%[60.1 µM]	6%	29%
OCC1(CCOc2ccccc2)CCN(Cc2cn[nH]c2-c2ccc(F)cc2)CC1	2%	-4%	-6%	-16%	-10%	-16	-6%	10%	20%
CC(C)CC(NC(=O)CCl)c1ccccc1 (centres undefined)	4%	0%	-6%	-9%	-13%	-11	-4%	18%	29%
Cc1ccccc1Nc1c2c(nc3nncn13)CCC2	-3%	x	-3%	11%	-4%	-1	-4%	3%	-18%
O=C(CSc1nncs1)NC1CCCCCCC1	x	-9%	-3%	-7%	x	-1	-2%	11%	x
COC(=O)c1ccccc1NC(=O)CCc1c(C)nc2cc(-c3ccc(Cl)cc3)nn2c1C	-4%	x	-9%	0%	-3%	-2	2%	-4%	46%
COc1cc(O)c(C(CC(=O)N2CCN(c3ccccc3)CC2)c2ccc(N(C)C)cc2)c(OC)c1 (centres undefined)	-8%&-9%	-1%&-11%	-5%&3%	-8%	0%&-11%	0	-17%&-5%	2%&-22%	-17%
CCN(CC)c1ccc2cc(C(=O)NNC(=O)c3ccc(S(=O)(=O)N4CCCCC4)cc3)c(=O)oc2c1	3%	8%	-3%	-6%	5%	3	-16%	17%	4%
Cn1c(N)c(C(=O)COC(=O)c2ccnc3ccccc23)c(=O)n(C)c1=O	1%&-10%	1%&2%	-1%	-4%	-9%&-10%	-4	-21%	72%[activator]	6%
COC(=O)c1sccc1NS(=O)(=O)c1ccc(F)cc1F	0%	38%	-3%	-12%	-3%	-3	-3%	6%	1%

Four entries picked at random from the list so far, as already listed:
SMILES	BLM inh	APEX1 inh	Glioma ERSR ind	POLH inh	Anesthetic bind	LDHA inh	Pol kappa inh	Pol iota inh	Pol beta inh
CCOCCOC(=O)C1=C(C)Nc2ccc(C)cc2S1	-1%	-3%	10%	-7%	1%	1	-11%	u	u
O=C(CSc1nncs1)NC1CCCCCCC1	x	-9%	-3%	-7%	x	-1	-2%	11%	x
Cc1ccccc1Nc1c(-c2c[nH]c3ccccc23)nc2cccc(C)n12	-2%	x	1%	-9%	u	0	9%	48%[activator]	8%
O=C(NC1CCSc2ccccc21)c1ccc(F)c(S(=O)(=O)N2CCOCC2)c1 (centres undefined)	-8%	-4%	-2%	-6%	-3%	-2	-19%	6%	-22%

Only LDHA inh, Pol beta inh and Anesthetic bind, for some of the entries so far:
canonical_smiles,LDHA inh,Pol beta inh,Anesthetic bind
OCC1(CCOc2ccccc2)CCN(Cc2cn[nH]c2-c2ccc(F)cc2)CC1,-16,20%,-10%
COc1ccc(C)cc1S(=O)(=O)NCC(c1ccc(N(C)C)cc1)N1CCc2ccccc21 (centres undefined),-3,29%,42%[activator]

Remaining list, next part
SMILES	BLM inh	APEX1 inh	Glioma ERSR ind	POLH inh	Anesthetic bind	LDHA inh	Pol kappa inh	Pol iota inh	Pol beta inh
CC(=O)N1CCN(C(=S)c2ccc(Cl)cc2)CC1	0%	4%	-3%	-14%	30%	-9	-3%	11%	9%
Cc1cc(C)cc(Nc2cc(=O)n(C3CCCCC3)c(=O)[nH]2)c1	-6%	0%	-6%	u	-14%	-3	-13%	-3%	45µM*
CC(C)c1nc(-c2ccccc2)c(-c2ccccc2)[nH]1	-1%	0%	-2%	-6%	-2%	-10	-9%	-10%	-2%
CCOc1ccccc1NC(=O)c1ccc(OCC(=O)N2CCOCC2)c(OC)c1	x	-15%	-2%	-10%	x	-2	6%	2%	x
O=C(CCn1c(=O)c2ccccc2n(CC(=O)NCCC2=CCCCC2)c1=O)NCc1ccco1	1%	14%	1%	-1%	1%	-1	-3%	12%	0%
CCOC(=O)c1cc(-c2ccccc2)nc2nc(N(CC)CC)sc12	-12%	-21%	-1%	-6%	50%[activator]	-7	-1%	-25%	8%
CS(=O)(=O)Nc1cccc(C2=NN(C(=O)c3ccco3)C(c3cccs3)C2)c1 (centres undefined)	-5%	-13%	0%	u	-4%	2	-7%	6%	13%
Cc1c(C(=O)NC(Cc2ccccc2)c2nc3ccccc3[nH]2)cccc1[N+](=O)[O-] (centres undefined)	-7%	19%	1%	-7%	3%	-8	-13%	16%	33%
Cc1c(-c2cccc(NC(=O)c3ccco3)c2)nc2ncccn12	-2%	-1%	-2%	-15%	366%[activator]	-9	-2%	88%[activator]	5%
CC(C)[C@H](NC(=O)N1CCn2c1nc1ccccc12)C(=O)NCc1ccc2c(c1)OCO2	-1%	29%	-1%	-17%	-16%	-7	4%	35%[activator]	82%
O=C(NC(=S)Nc1ccccc1Cl)c1ccco1	-2%	0%	6%	3%	-5%	-4	-24%	20%	-3%
Cn1nnnc1SCC(=O)NC(=O)NCc1ccccc1	-2%	17%	-7%	-11%	-8%	-6	1%	9%	2%
O=C(NCc1ccco1)c1noc2c1CCCCC2	-1%	30%	1%	-10%	-13%	1	-1%	-10%[58.9 µM]	0%
CCOC(=O)N1CCC(NC(=O)c2csc3c2CCCC3)CC1	1%	4%	0%	-2%	-4%	4	-8%	-2%	-1%
CCOc1ccc(NC(=O)C2C3C=CC4(O3)C2C(=O)N(Cc2cccnc2)C4C(=O)NC2CCCCC2)cc1 (centres undefined)	0%	7%	-3%	-16%	-2%	-4	-16%	160%[activator]	-2%
CN(CCC#N)C(=O)COC(=O)c1cccnc1Nc1ccccc1F	-2%	-1%	-2%	-10%	-4%	0&1	10%[60.1 µM]	-11%	36%[activator]
CN(C)/C=C/C(=O)c1ccc(Cl)cc1Cl	-2%	2%	-1%	-5%	-7%	-8	2%	93%[activator]	22%
C[C@H]1C(=O)N(S(=O)(=O)c2ccccc2[N+](=O)[O-])[C@H]1c1ccc(-c2ccccc2)cc1	-4%	3%	-5%	x	-22%	x	20%	u	x
O=C(NCCCN1CCOCC1)c1ccc([N+](=O)[O-])cc1[N+](=O)[O-]	-5%	10%	-5%	-11%	-4%	7	-5%	16%	22%
CN1CCN(c2ncc3nc(-c4cccc(C#N)c4)c(=O)n(CCc4ccccc4)c3n2)CC1	-2%	-1%	-8%	x	x	x	-1%[60.1 µM]	x	x
Cc1ccccc1CNC(=O)CCC(=O)N1CCOc2ccccc21	1%	55%[activator]	-2%	-13%	0%	-4	-7%	35%[activator]	11%
COc1ccc(NC(=O)CCNS(=O)(=O)c2ccc3c(c2)c(=O)n(C)c(=O)n3C)cc1	4%	4%	-6%	-6%	-8%	3	-7%	-7%[58.9 µM]	42%
O=C(COC(=O)c1ccc(O)cc1O)NCCN1C(=O)CSC1=O	1%	6%	-3%	5%	-3%	-8	-8%	-3%	-22%
Cc1c(-c2ccccc2)oc2c(C(=O)OCC(=O)Nc3ccc(F)cc3)cccc2c1=O	2%	11%	-1%	2%	-6%	2	12%	17%	38%

High-throughput results: PubChem, National Center for Advancing Translational Sciences (NCATS)

These rows are one share of the data, so the mix of outcomes need not match the whole.
